L3MBTL1 inh = blocks human L3MBTL1; AlphaScreen L3MBTL1–H3K9me1 peptide binding; Q9Y468; Potency, µM (titrated, usually from 57.1 µM), for inactives: top-dose activity, negative = inhibition, actives largely listed as inhibitors; AID 485360; 230,000 compounds, 0.66% hits; note: % is set by controls: 0 for no effect and ±100 for the full control effect; nearly all actives have a fitted effect of over 60% in size
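L3MBTL1 (50 nM) pre-complexed 30 min with biotinylated H3(1-15)K9me1 peptide (75 nM), then compounds added for 30 min at room temperature; AlphaScreen streptavidin donor/nickel chelate acceptor beads (10 ug/mL final) read after 30 min dark incubation.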
Tau ThT inhib = inhibitors of human tau fibril formation, thioflavin T binding; Potency, µM (titrated, usually from 57.4 µM), for inactives: top-dose activity, negative = inhibition, hits mostly inhibitors; recombinant tau K18 P301L, heparin-induced fibrillization, ThT fluorescence; 270,000 compounds, 2.1% hits; AID 1460; P10636; note: % is set by controls: 0 for no effect and ±100 for the full control effect; nearly all actives have a fitted effect of over 55% in size
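In this qHTS, human K18 P301L tau is incubated with compound and heparin for 6 hr at 37 C, and Thioflavin T fluorescence then reports fibril load.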
TRb SRC2 PPI = disrupts binding of human TR beta to SRC2. TRbeta-SRC2 peptide binding, fluorescence polarization; receptor liganded with 1 µM T3. Potency, µM (series often up to 106 µM), for the others: at the highest dose activity change, negative = inhibition, most hits filed as inhibitors. P10828. 280,000 compounds, 0.065% hits;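 note: plate controls were bound peptide for no effect and peptide without receptor for full effect; nearly all actives have a fitted effect of over 50% in size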
Target sequence (P10828 whole entry, looked up): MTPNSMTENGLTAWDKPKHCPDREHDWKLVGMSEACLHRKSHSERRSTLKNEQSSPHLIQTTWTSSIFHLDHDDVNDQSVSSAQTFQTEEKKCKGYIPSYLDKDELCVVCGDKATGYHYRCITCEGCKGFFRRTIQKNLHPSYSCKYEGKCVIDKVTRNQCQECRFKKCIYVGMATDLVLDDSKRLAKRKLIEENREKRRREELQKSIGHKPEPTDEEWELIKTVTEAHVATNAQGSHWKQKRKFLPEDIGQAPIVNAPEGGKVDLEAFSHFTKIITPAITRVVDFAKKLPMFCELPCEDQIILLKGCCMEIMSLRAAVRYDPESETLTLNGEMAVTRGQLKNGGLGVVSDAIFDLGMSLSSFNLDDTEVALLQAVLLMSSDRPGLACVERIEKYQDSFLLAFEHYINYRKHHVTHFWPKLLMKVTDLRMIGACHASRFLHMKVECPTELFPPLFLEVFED
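Fluorescence polarization of 20 nM Texas Red SRC2 peptide with 0.6 uM human TRb ligand-binding domain, in Tris buffer with 1uM T3 and 5% DMSO. Incubated 5 hr ambient; normalized to unbound and bound controls.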
RECQ1 helicase = RECQ1 (human) helicase inhibition. P46063. RECQ1 DNA unwinding, red fluorescence kinetic read. Potency, µM (top dose mostly 57.3 µM), for inactives: at the highest dose activity, negative = inhibition, hits mostly inhibitors. 240,000 compounds, 0.54% hits. AID 2549;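 note: plate controls were vehicle for no effect and no enzyme for full effect; nearly all actives have a fitted effect of over 30% in size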
Target sequence (P46063 whole entry, looked up): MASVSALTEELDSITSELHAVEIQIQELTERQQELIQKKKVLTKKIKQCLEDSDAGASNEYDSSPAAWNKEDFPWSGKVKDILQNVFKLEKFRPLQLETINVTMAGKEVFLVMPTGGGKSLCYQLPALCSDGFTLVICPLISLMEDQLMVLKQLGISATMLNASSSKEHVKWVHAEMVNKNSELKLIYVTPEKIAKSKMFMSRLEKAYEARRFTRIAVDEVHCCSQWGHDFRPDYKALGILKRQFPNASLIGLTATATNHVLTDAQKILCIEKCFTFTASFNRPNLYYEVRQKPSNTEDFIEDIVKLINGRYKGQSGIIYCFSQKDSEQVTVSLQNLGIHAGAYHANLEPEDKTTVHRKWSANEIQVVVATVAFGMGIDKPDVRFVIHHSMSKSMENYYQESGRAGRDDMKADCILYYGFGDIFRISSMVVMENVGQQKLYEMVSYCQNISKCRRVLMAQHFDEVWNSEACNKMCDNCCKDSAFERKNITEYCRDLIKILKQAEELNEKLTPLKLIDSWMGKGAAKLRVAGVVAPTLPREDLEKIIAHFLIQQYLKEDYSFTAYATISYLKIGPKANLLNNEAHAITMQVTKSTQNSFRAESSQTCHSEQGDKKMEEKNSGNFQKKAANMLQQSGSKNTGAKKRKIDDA
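RECQ1T1 50 nM; forked duplex (20 bp + 30-nt ss tails) 200 nM, ATP 2 mM final; pH 8.0, 2 mM MgCl2, 2.5 ug/ml poly(dI-dC); 15 min compound preincubation; discontinuous kinetic read over 2 h at RT.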
Tau fluor cs = counter-screen for tau fibril formation inhibitors; tau K18 P301L Alexa594 fluorescence, heparin fibrillization; Potency, µM (highest dose often 57.7 µM), inactives show top-dose activity change, negative = decrease; 280,000 compounds, 0.93% hits; AID 1463; note: % is set by controls: 0 for no effect and ±100 for the full control effect; nearly all actives have a fitted effect of over 55% in size
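Human tau K18 P301L (15 uM unlabeled, 0.24 uM Alexa 594-labeled) in 100 mM sodium acetate pH 7 with 20 uM heparin, 6 hr at 37 C. ThT 30 uM added, 1 hr ambient; Alexa 594 FP and total fluorescence read at 555/632 nm.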
HTT ATP protect = protects HTT-Q103 PC12 cells, measured by ATP; PC12 HTT-Q103 induced, cytoprotection, ATP luminescence, 40 h; Potency, µM (highest dose often 56.4 µM), for the others: cytoprotection (ATP increase), actives largely listed as activators; 230,000 compounds, 0.14% hits; AID 1471;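 note: % of control where 0% means no effect; nearly all actives have a fitted effect of over 45% in size; toxic huntingtin expression switched on by the ecdysone agonist tebufenozide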
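Quantitative HTS on tebufenozide-induced (100 nM) PC12 cells expressing HTTQ103 exon 1–GFP; compounds tested as a concentration series; survival measured via cellular ATP.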
Tau FP inhib = inhibitors of human tau fibril formation; 280,000 compounds, 0.39% hits; P10636; K18 P301L tau heparin fibrillization, Alexa594 FP, 6 h; AID 1468; Potency, µM (series often up to 57.7 µM), for inactives: at the highest dose activity, negative = inhibition, usual class: inhibitors; note: % is set by controls: 0 for no effect and ±100 for the full control effect; nearly all actives have a fitted effect of over 55% in size
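Human K18 P301L fragment (15 uM unlabeled plus 0.24 uM Alexa 594-labeled) in 100 mM sodium acetate pH 7 with compound, aggregation induced by 20 uM heparin for 6 hr at 37 C. ThT (30 uM) added for 1 hr, then Alexa 594 FP read.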
TexasRed fluor = Texas Red fluorescence interference in TRb-SRC2 counter-screen; AID 1479; Potency, µM (doses to about 106 µM), for the others: at the highest dose fluorescence change, negative = quenching; 280,000 compounds, 0.29% hits; TRb/SRC2 Texas Red total fluorescence interference; active = well fitted curve in either direction with a large enough effect; inconclusive = small, poorly fitted or top-dose-only effect; note: % is set by controls: 0 for no effect and ±100 for the full control effect
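Human TRβ ligand-binding domain (0.6 uM) and Texas Red SRC2 peptide (20 nM) in Tris buffer with 1 uM T3 and 5% DMSO were incubated with pinned compound for 5 hr at ambient temperature. Total fluorescence was computed as S + 2P (555/632 nm).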
The depositor's hits bear a star; i = inactive; ? = inconclusive; . = no result given; & = joins results of further samples; [ ] = another dose, or the depositor's remark. Unless noted, calls come from the whole dose curve; as a rule, active = well fitted curve in the direction sought with a large enough effect; inconclusive = small, poorly fitted or top-dose-only effect, or another doubt; inactive = no such curve, though single readings can be large; an effect the other way counts as inactive or inconclusive. Potency is the fitted concentration of half-maximal effect. A portion of the library. The share of hits here may be higher or lower than overall.

| no. | Compound | L3MBTL1 inh | Tau ThT inhib | TRb SRC2 PPI | RECQ1 helicase | Tau fluor cs | HTT ATP protect | Tau FP inhib | TexasRed fluor |
| --- | --- | --- | --- | --- | --- | --- | --- | --- | --- |
| 1 | CCC1(c2ccc(Cl)cc2)NC(=O)N(Cc2ccc(C(=O)OC)cc2)C1=O (stereo unspecified) | . | -12% | -4% | -16% | -18% | -28% | 4% | 0% |
| 2 | COc1ccc(NC(=O)CC2Sc3ncnn3C2=O)cc1 (stereo unspecified) | 11% | ? | 1% | 3% | -11% | -14%[10 µM] | 6% | 0% |
| 3 | CC(C)c1ccc(NC(=O)CN2C(=O)CSc3ccc(S(=O)(=O)N4CCCC4)cc32)cc1 | . | -1% | -3% | . | -26% | . | -9% | -1% |
| 4 | O=C(NCc1ccc(F)cc1)c1ccc2c(c1)nnn2C1CCCC1 | . | -4% | 5% | . | -18% | . | -3% | 1% |
| 5 | O=c1[nH]c(-c2ccccc2F)nc2c1sc(=S)n2Cc1ccccc1 | 2% | 1% | 2% | -7% | -19% | 38%[10 µM] | 0% | 1% |
| 6 | Cc1cccc(NC(=O)COC(=O)Cc2cccc(C(F)(F)F)c2)c1C | 5% | -4% | -2% | -14% | -9% | -5%[10 µM] | -6% | -2% |
| 7 | CC(=O)[C@@]1(O)[C@H](O)CC2C3CCC4CC(O)CC[C@]4(C)C3CC[C@@]21C (stereo partly specified) | . | -14% | -12% | -3% | -13% | -25% | 1% | -1% |
| 8 | Clc1ccc(OCc2nnc(-c3ccccc3Br)o2)c(Cl)c1 | 11% | 3% | 2% | i | -12% | -13% | 0% | -4% |

(list continues)
| no. | Compound | L3MBTL1 inh | Tau ThT inhib | TRb SRC2 PPI | RECQ1 helicase | Tau fluor cs | HTT ATP protect | Tau FP inhib | TexasRed fluor |
| --- | --- | --- | --- | --- | --- | --- | --- | --- | --- |
| 9 | Cc1ccc(S(=O)(=O)c2c(C)cc(C)nc2Oc2cccc(C)c2C)cc1 | 12% | ? | -1% | -2% | -22% | 11% | -5% | -1% |
| 10 | COc1ccc(-c2ccc(-c3nc4c(c(=O)[nH]c(=O)n4Cc4ccccc4)n3C)o2)c([N+](=O)[O-])c1 | -2% | 10% | 7% | 5% | 8% | -46%[10 µM] | 4% | -1% |
| 11 | COc1ccc2c(c1)CCc1c(C(=O)Nc3c(C)nn(Cc4c(Cl)cccc4Cl)c3C)noc1-2 | . | ? | -8% | . | ? | . | -11% | 0.079µM*[quencher] |
| 12 | Cn1c(CNC(=O)c2ccco2)nnc1SCC(=O)c1ccccc1 | 9% | -4% | 1% | i | -8% | -21% | ? | -2% |
| 13 | C/[N+]([O-])=C/c1c(OCc2ccc(Cl)cc2Cl)ccc2ccccc12 | 1% | 0% | -3% | 7% | 5% | 7%[10 µM] | 1% | -1% |
| 14 | Cc1cccc(NC(=O)CCC(=O)OCC(=O)c2ccc(Oc3ccc([N+](=O)[O-])cc3)cc2)c1 | 2% | -14% | 0% | -3% | -6% | 16%[10 µM] | -2% | -2% |
| 15 | Cc1ccnc(SCC(=O)Nc2oc(-c3ccccc3)c(-c3ccccc3)c2C#N)n1 | -8% | 0% | -8% | -11% | -21% | 4%[1.9 µM] | -11% | -2% |
| 16 | NCCC1CCCC(CCN)N1 (stereo unspecified) | -1% | -4% | 5% | i | 2% | . | 5% | 2% |

The list continues:
| no. | Compound | L3MBTL1 inh | Tau ThT inhib | TRb SRC2 PPI | RECQ1 helicase | Tau fluor cs | HTT ATP protect | Tau FP inhib | TexasRed fluor |
| --- | --- | --- | --- | --- | --- | --- | --- | --- | --- |
| 17 | CCC(=O)N1CCc2cc(S(=O)(=O)NC(Cc3ccccc3)C(=O)NCc3ccc(C)cc3)ccc21 (stereo unspecified) | . | 4% | 0% | . | -2% | . | -10% | 0% |
| 18 | Cc1ccc(Sc2c(C)nn(-c3ccccc3)c2OC(=O)CC(C)C)cc1 | . | ? | 0% | . | -14% | . | -8% | -3% |
| 19 | Cc1nc(C(=O)Nc2ccc(Cl)cc2)sc1C1(C)CC(c2ccccc2)=NO1 (stereo unspecified) | . | 2% | -4% | -11% | -20% | -11%[10 µM] | -11% | 0% |
| 20 | CCOC(=O)c1sc(NC(=O)CSc2nnc(-c3ccco3)o2)c(C(=O)OCC)c1C | -21%[11.4 µM] | ? | -6% | i | -16% | -4% | 3% | 1% |
| 21 | COC(=O)c1sc(S(=O)(=O)N2CCN(c3ccc(OC)cc3)CC2)c(C(=O)OC)c1C | . | -1%&-2% | -1%&7% | -2% | ? | 23%[10 µM] | 9%&-2% | -2%&-3% |
| 22 | O=C(CNC1CCCCC1)NN=C(c1ccccc1)c1ccccc1 | 0% | 4% | 1% | i | 2% | -36%[1.9 µM] | -1% | -5% |
| 23 | Nn1c(SCc2cccc(F)c2)nnc1-c1cccnc1 | 0% | 9% | -6% | -1% | 14% | -4%[10 µM] | 7% | -4% |
| 24 | CCOC(=O)c1c(NC(=O)C(C)Sc2cn(CCNC(=O)c3c(F)cccc3F)c3ccccc23)sc2c1CCC2 (stereo unspecified) | . | -11% | 6% | . | -23% | . | -5% | 5% |

The list goes on:
| no. | Compound | L3MBTL1 inh | Tau ThT inhib | TRb SRC2 PPI | RECQ1 helicase | Tau fluor cs | HTT ATP protect | Tau FP inhib | TexasRed fluor |
| --- | --- | --- | --- | --- | --- | --- | --- | --- | --- |
| 25 | CN1CCN(S(=O)(=O)c2ccc(N3CCN(C(=O)c4ccccc4)CC3)nc2)CC1 | -2% | -3% | 10% | 14% | -4% | . | -11% | -3% |
| 26 | Cc1cc(C)cc(-n2cc(C(=O)O)c(=O)cc2C)c1 | -5% | 1% | 0% | -6% | 0% | -33%[inhibitor] | 3% | -2% |
| 27 | CCCOc1ccc(CNC(=O)C(C)n2nc(C)n3c(cc4occc43)c2=O)cc1 (stereo unspecified) | . | -14% | 4% | . | -17% | . | 1% | -16% |
| 28 | CCOCCn1c(CN2CCN(C)CC2)nc2c1c(=O)n(C)c(=O)n2C | . | 13% | 2% | 10% | 14% | 10%[10 µM] | -1% | 2% |
| 29 | CCOc1ccc(CCNC(=O)c2cc3c(s2)-c2c(C)cccc2OC3)cc1 | . | ? | -3% | . | -2% | . | 1% | -4% |
| 30 | CCOc1ccc(NC(=O)N2CCN(c3nnc(C)c4c(C)n(-c5ccccc5)nc34)CC2)cc1 | . | -2% | -12% | . | 0% | . | -1% | 0.0005µM*[quencher] |
| 31 | COc1ccccc1NC(=O)c1sc2nc(C)c(C(=O)Nc3ccc(C)cc3C)c(-c3ccccc3Cl)c2c1N | . | ? | 1% | . | -17% | . | ? | -1% |
| 32 | Cc1ccc(/C=N/NC(=O)c2nnn(-c3nonc3N)c2CSc2ccc(Cl)cc2)cc1 | . | 14% | 3% | -3% | -24% | -44%[inhibitor] | ? | 0% |

(continued)
| no. | Compound | L3MBTL1 inh | Tau ThT inhib | TRb SRC2 PPI | RECQ1 helicase | Tau fluor cs | HTT ATP protect | Tau FP inhib | TexasRed fluor |
| --- | --- | --- | --- | --- | --- | --- | --- | --- | --- |
| 33 | Cc1cccc(NC(=O)CSc2ccc(C(N)=O)cc2[N+](=O)[O-])c1C | 0% | -1% | -7% | 3% | -2% | . | -6% | 0% |
| 34 | COc1cc(/C=N\NC(=O)OC(C)(C)C)ccc1OC(=O)c1ccco1 | . | -16% | -1% | 0% | -13% | -20% | -13% | 0% |
| 35 | COC(=O)c1ccc(NC(=O)CC2C(=O)N(c3cccc(OC)c3)C(=O)N2C(C)C)cc1 (stereo unspecified) | . | ? | 1% | . | -22% | . | -7% | 1% |
| 36 | Cc1ccc(S(=O)(=O)N(CC(=O)O)Cc2ccccc2)cc1 | 5% | -10% | -5% | i | -6% | -14% | -4% | 1% |
| 37 | CCc1ccc(CN(Cc2cn[nH]c2-c2ccc(OC)cc2)C(=O)Nc2cc(Cl)ccc2OC)cc1 | . | 2% | -2% | . | -5% | . | 3% | 2% |
| 38 | CSc1nc(C)cc(C)c1C#N | 0% | -14% | -6% | -3% | -1% | -10% | 1% | -3% |
| 39 | Cc1cc(C)n(-c2nc3ccccc3n3c(C)nnc23)n1 | . | -2% | -2% | -13% | -7% | -44%[inhibitor] | -2% | -8% |
| 40 | O=C(Cc1n[nH]c(=O)[nH]c1=O)N/N=C/c1cccc(O)c1 | . | -14% | 4% | i | -10% | -10% | -8% | 0% |

Further results follow.
| no. | Compound | L3MBTL1 inh | Tau ThT inhib | TRb SRC2 PPI | RECQ1 helicase | Tau fluor cs | HTT ATP protect | Tau FP inhib | TexasRed fluor |
| --- | --- | --- | --- | --- | --- | --- | --- | --- | --- |
| 41 | Cc1ccccc1CN(CC(=O)Nc1cccc([N+](=O)[O-])c1)S(=O)(=O)c1ccc(Cl)cc1 | -15% | 5% | 1% | ? | 8% | -11%[10 µM] | 12% | 2% |
| 42 | COc1ccc(S(=O)(=O)N2CCOCC2)cc1NC(=O)CSc1nnc(C2CC2)n1N | 7% | -3% | 4% | -13% | -1% | -6% | 1% | -1% |
| 43 | O=C1CC2(CCCC2)CC(=O)N1c1ccccc1 | . | -8% | 2% | -14% | -8% | 11% | -4% | 2% |
| 44 | COC(=O)C1=C(C)N(C)C(C)=C(C(=O)OC)C1c1ccccc1C | 1% | -4% | -5% | -8% | -1% | -4% | 4% | 2% |
| 45 | C/C(=N\Nc1nc(Nc2ccccc2)nc(N2CCOCC2)n1)c1cccs1 | -17% | -10% | 0% | -24% | -28% | 39%[10 µM] | 2% | -3% |
| 46 | COc1cccc(C(=O)c2sc(Nc3ccc(F)c(Cl)c3)nc2N)c1 | . | 0% | 4% | . | ? | . | 7% | 1% |
| 47 | CCCCC(=O)NCCNC(=O)c1cc(OCC(F)(F)F)ccc1OCC(F)(F)F | . | -7% | -6% | -8% | 0% | 2% | 12% | -3% |
| 48 | Cc1ccc(C(=O)Nc2ccc(S(=O)(=O)Nc3onc(C)c3C)cc2)cc1 | . | -4% | -2% | . | -4% | . | -5% | -1% |

Screens (PubChem BioAssay)
